Source: PubChem BioAssay
IAP activation: activators of mouse IAP, confirmation, biochemical, luminescence, single concentration (AID 434970) | activity change, negative = activation, % at 10 µM | 11,000 tested, 2.9% active | intestinal alkaline phosphatase [Mus musculus] | purified mouse IAP, CDP-Star luminescence, 30 min; stronger effect = lower value; in the data active = activity change below about -85%;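 note: percent relative to enzyme plus DMSO wells and wells without enzyme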
IAP activation Fold change: recorded beside IAP activation, whose call it bears; activation factor; measured here: IAP activation factor; stronger effect = higher value;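 fold luminescence change scaled to plate control wells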
* hit, by the source's call. A portion of the library; rates above refer to the full screens.

SMILES: NC1=NC(=O)C2(COC(c3ccccc3Cl)OC2)S1 (configuration not stated)
  IAP activation: -4.3; IAP activation Fold change: 1.04

SMILES: COC(=O)C1=NN(c2ccccc2)C2(S1)SC(C(C)=O)=C(C)N2c1ccccc1 (configuration not stated)
  IAP activation: 8.0; IAP activation Fold change: 0.92

SMILES: CS(=O)(=O)N(CCc1ccccc1)CC(=O)Nc1ccc2c(c1)OCO2
  IAP activation: 5.1; IAP activation Fold change: 0.949

SMILES: Nc1ncnc2c1ncn2[C@@H]1O[C@H](CNS(=O)(=O)C2CC2)[C@@H](O)[C@H]1O
  IAP activation: 0.5; IAP activation Fold change: 0.995

SMILES: CCCc1nnc(NC(=O)CN2CCOCC2)s1
  IAP activation: -10.6; IAP activation Fold change: 1.11

SMILES: Cc1noc(C)c1CSc1nc2ccccc2n1C
  IAP activation: 3.0; IAP activation Fold change: 0.97

SMILES: Cc1ccc(C(=O)Nc2ccccc2N2CCN(C(=O)C(C)C)CC2)cc1C
  IAP activation: 1.1; IAP activation Fold change: 0.99

SMILES: Cc1ccc(/C=N\NC(=O)Cn2c(C)nc3ccccc32)o1
  IAP activation: 1.8; IAP activation Fold change: 0.982

SMILES: CC(=O)Oc1ccc2ccccc2c1C(NC(=O)Cc1ccccc1)c1ccc(Cl)cc1 (configuration not stated)
  IAP activation: -14.1; IAP activation Fold change: 1.14

SMILES: Cc1cc(NC(=O)c2ccco2)ccc1-n1cnnn1
  IAP activation: -0.7; IAP activation Fold change: 1.01

SMILES: CCN(CC)S(=O)(=O)c1csc(C(=O)Nc2ccccn2)c1
  IAP activation: 11.1; IAP activation Fold change: 0.889

SMILES: [O-]/[N+](=C/c1ccc(F)cc1)c1ccccc1
  IAP activation: 1.9; IAP activation Fold change: 0.981

SMILES: CCNc1nnc(-c2ccc(C)cc2)o1
  IAP activation: -3.5; IAP activation Fold change: 1.04

SMILES: CC(C)[C@H](NC(=O)OCc1ccccc1)C(=O)OCC(=O)NC1CCCCC1
  IAP activation: 8.3; IAP activation Fold change: 0.917

SMILES: COc1ccc(C)cc1NC(=O)CN(c1ccccc1F)S(C)(=O)=O
  IAP activation: 6.4; IAP activation Fold change: 0.936

SMILES: Cn1c(SCC#N)nnc1-c1cnccn1
  IAP activation: 6.4; IAP activation Fold change: 0.936

SMILES: CC1CC(C)CN(C(=O)Cn2c(-c3nonc3N)nc3ccccc32)C1 (configuration not stated)
  IAP activation: 3.9; IAP activation Fold change: 0.961

SMILES: Cc1noc(C)c1COC(=O)CCc1nc2ccccc2s1
  IAP activation: -1.9; IAP activation Fold change: 1.02

SMILES: Cc1n[nH]c(C)c1S(=O)(=O)N1CCCC(C(=O)NCC2COc3ccccc3O2)C1 (configuration not stated)
  IAP activation: 2.8; IAP activation Fold change: 0.972

SMILES: Cc1cc(C)c2nc(N3CCCC3)c(C#N)cc2c1
  IAP activation: -11.4; IAP activation Fold change: 1.11

SMILES: CCN(CC)C(=O)CSc1nnc(-c2cccnc2)n1Cc1ccccc1
  IAP activation: 1.0; IAP activation Fold change: 0.99

SMILES: O=C(Oc1cccc2cccnc12)c1ccc2c(c1)OCCO2
  IAP activation: -4.3; IAP activation Fold change: 1.04

SMILES: O=C(N/N=C/c1ccc2cccc(OCc3ccccc3)c2n1)c1ccc(Br)cc1
  IAP activation: 5.6; IAP activation Fold change: 0.945

SMILES: COc1ccccc1C1CC(=O)Oc2cc(O)ccc21 (configuration not stated)
  IAP activation: 5.2; IAP activation Fold change: 0.948

SMILES: COc1ccc(C(=O)Nn2cnc3scc(-c4cccs4)c3c2=O)c(O)c1
  IAP activation: 24.1; IAP activation Fold change: 0.758

SMILES: CN(C)S(=O)(=O)c1cccn1-c1ncc(C(F)(F)F)cc1Cl
  IAP activation: 5.5; IAP activation Fold change: 0.946

SMILES: Cc1ccc(NS(=O)(=O)c2cc(C(=O)O)ccc2Cl)c(C)c1
  IAP activation: 6.4; IAP activation Fold change: 0.936

SMILES: CN(C)c1ccc(-c2noc(-c3ccccc3O)n2)cc1
  IAP activation: -9.8; IAP activation Fold change: 1.1

SMILES: COCCCNC(=O)c1c(NC(=O)C2COc3ccccc3O2)sc2c1CCCC2 (configuration not stated)
  IAP activation: -2.7; IAP activation Fold change: 1.03

SMILES: CCS(=O)(=O)c1ccc2c(c1)N(S(=O)(=O)c1ccccc1)CC(C(=O)O)O2 (configuration not stated)
  IAP activation: -1.9; IAP activation Fold change: 1.02

(further entries)
Molecule,IAP activation,IAP activation Fold change
COC(=O)c1cccc(NC(=O)Cn2nnc3ccccc32)c1,-5.0,1.05
Cc1cccc(NC(=O)C(c2cccc([N+](=O)[O-])c2)N2CCCCC2)c1 (configuration not stated),5.9,0.941
O=S(=O)(Nc1cccnc1)c1ccc(C2CCCCC2)cc1,1.2,0.988
Cc1ccccc1NC(=O)c1ccccc1,-3.0,1.03
COc1ccccc1-c1nnc(SCCN2CCOCC2)n1-c1ccc(C)cc1,5.3,0.947
Cc1cccc(CCNC(=O)CCc2c(C)nc3ncnn3c2C)c1,9.4,0.906
Cc1ccc2c(c1)c1c3n2CCN(C(=O)CN2CCN(C)CC2)C3CCC1 (configuration not stated),3.0,0.97
CC(C)(C)n1nc2c(c1NC(=O)c1cccc(C(F)(F)F)c1)CS(=O)C2 (configuration not stated),6.0,0.94
CCOC(=O)C1=CNS(=O)(=O)NC1c1ccc(C(F)(F)F)cc1 (configuration not stated),5.7,0.943
COc1cccc(OC)c1C(=O)Nc1cccc(C(C)=O)c1,1.7,0.983
CC1(C)C(=O)Nc2ccccc2N1C(=O)COC(=O)C1CCCCC1,-5.5,1.06
CC(=O)Nc1cccc(OCC(=O)Nc2ccccc2)c1,-4.0,1.04
Cn1c(-c2ccc(F)cc2)cnc1SCC(=O)NCc1ccco1,8.8,0.913
O=C(Nc1ccc(Cl)c(Cl)c1)N1CCSC1c1ccco1 (configuration not stated),-24.8,1.25
O=C(NCc1ccc(F)cc1)C1CCCN1C(=O)NCc1ccccc1 (configuration not stated),-8.2,1.08
Cc1cc(C)c2c(-n3cccc3)c(C(=O)NNS(=O)(=O)c3ccc(Br)cc3)sc2n1,13.5,0.865
Cc1cccc(-c2nsc(SCC(=O)Nc3cc(C)on3)n2)c1,8.0,0.92
c1ccc(-c2nnc(N3CCN(c4ccccn4)CC3)c3ccccc23)cc1,6.0,0.94
CCCn1c(=O)n(C)c(=O)c2c(SCc3cc(C(C)=O)ccc3OCC)nc(C3CC3)nc21,0.4,0.996
Cc1ccc(S(=O)(=O)N2CCC(C(=O)Nc3ccc(C(C)C)cc3)CC2)cc1,-249.3*,3.49*
CCn1nnc(NC(=O)c2c(OC)cccc2OC)n1,-11.4,1.11
O=C(O)CC(c1cccc(Cl)c1)n1cccc1 (configuration not stated),3.7,0.964
O=c1[nH]nc(Cc2ccc(-c3ccccc3Cl)o2)c2ccccc12,2.8,0.972
O=C(/C=C/c1ccco1)NC(=S)Nc1ccccc1O,53.7,0.463
CCN(Cc1ccncc1)C(=O)C1CCN(S(=O)(=O)c2cccs2)CC1,5.7,0.944
COc1ccc(CCN2CC(C(=O)O)CC2=O)cc1OC (configuration not stated),6.2,0.938
O=C(COC(=O)c1ccc(NS(=O)(=O)c2ccc3c(c2)OCCO3)cc1)NCC1CCCO1 (configuration not stated),0.5,0.996
Cc1cc(C)cc(NC(=O)NC2CCN(CC(=O)Nc3cccc(Cl)c3C)CC2)c1,-68.1,1.68
Cc1cc(C)c2c(-n3cccc3)c(C(=O)NNS(=O)(=O)c3ccc(F)cc3)sc2n1,8.3,0.916
O=C(NCc1cccs1)c1ccncc1,9.3,0.906

Exported with two lines to a compound: part of the list above.
Under each structure – IAP activation	IAP activation Fold change
COc1ccccc1-c1nnc(SCCN2CCOCC2)n1-c1ccc(C)cc1
 : 5.3	0.947
Cc1cccc(CCNC(=O)CCc2c(C)nc3ncnn3c2C)c1
 : 9.4	0.906
Cc1ccc2c(c1)c1c3n2CCN(C(=O)CN2CCN(C)CC2)C3CCC1 (configuration not stated)
 : 3.0	0.97
CC(C)(C)n1nc2c(c1NC(=O)c1cccc(C(F)(F)F)c1)CS(=O)C2 (configuration not stated)
 : 6.0	0.94
CCOC(=O)C1=CNS(=O)(=O)NC1c1ccc(C(F)(F)F)cc1 (configuration not stated)
 : 5.7	0.943
COc1cccc(OC)c1C(=O)Nc1cccc(C(C)=O)c1
 : 1.7	0.983
CC1(C)C(=O)Nc2ccccc2N1C(=O)COC(=O)C1CCCCC1
 : -5.5	1.06
CC(=O)Nc1cccc(OCC(=O)Nc2ccccc2)c1
 : -4.0	1.04
Cn1c(-c2ccc(F)cc2)cnc1SCC(=O)NCc1ccco1
 : 8.8	0.913
O=C(Nc1ccc(Cl)c(Cl)c1)N1CCSC1c1ccco1 (configuration not stated)
 : -24.8	1.25
O=C(NCc1ccc(F)cc1)C1CCCN1C(=O)NCc1ccccc1 (configuration not stated)
 : -8.2	1.08
Cc1cc(C)c2c(-n3cccc3)c(C(=O)NNS(=O)(=O)c3ccc(Br)cc3)sc2n1
 : 13.5	0.865
Cc1cccc(-c2nsc(SCC(=O)Nc3cc(C)on3)n2)c1
 : 8.0	0.92
c1ccc(-c2nnc(N3CCN(c4ccccn4)CC3)c3ccccc23)cc1
 : 6.0	0.94
CCCn1c(=O)n(C)c(=O)c2c(SCc3cc(C(C)=O)ccc3OCC)nc(C3CC3)nc21
 : 0.4	0.996
Cc1ccc(S(=O)(=O)N2CCC(C(=O)Nc3ccc(C(C)C)cc3)CC2)cc1
 : -249.3*	3.49*
CCn1nnc(NC(=O)c2c(OC)cccc2OC)n1
 : -11.4	1.11
O=C(O)CC(c1cccc(Cl)c1)n1cccc1 (configuration not stated)
 : 3.7	0.964
O=c1[nH]nc(Cc2ccc(-c3ccccc3Cl)o2)c2ccccc12
 : 2.8	0.972
O=C(/C=C/c1ccco1)NC(=S)Nc1ccccc1O
 : 53.7	0.463
CCN(Cc1ccncc1)C(=O)C1CCN(S(=O)(=O)c2cccs2)CC1
 : 5.7	0.944
COc1ccc(CCN2CC(C(=O)O)CC2=O)cc1OC (configuration not stated)
 : 6.2	0.938
O=C(COC(=O)c1ccc(NS(=O)(=O)c2ccc3c(c2)OCCO3)cc1)NCC1CCCO1 (configuration not stated)
 : 0.5	0.996
Cc1cc(C)cc(NC(=O)NC2CCN(CC(=O)Nc3cccc(Cl)c3C)CC2)c1
 : -68.1	1.68
Cc1cc(C)c2c(-n3cccc3)c(C(=O)NNS(=O)(=O)c3ccc(F)cc3)sc2n1
 : 8.3	0.916
O=C(NCc1cccs1)c1ccncc1
 : 9.3	0.906

Other entries.
Molecule,IAP activation,IAP activation Fold change
COc1cccc(-c2cc(C(F)(F)F)n3ncc(C(=O)NCC4CCCO4)c3n2)c1 (configuration not stated),-4.7,1.05
CC(C)COc1ccc(CNC(=S)Nc2ccccc2)cc1Cl,-19.3,1.19
Cc1ccc(NC(=O)C2CCN(C(=O)NC3CCCCC3)CC2)cc1Cl,-20.9,1.21
Cc1ccc(OCCn2nc3ccccc3n2)c(C)c1,2.9,0.972
COc1cc(C(=O)Nn2c(O)c(C3=c4ccccc4=NC3=O)sc2=S)ccc1O,93.1,0.0695
COc1ccc(Oc2c(-c3ccc(O)cc3O)n[nH]c2C)cc1,-7.1,1.07
CC[C@]12c3[nH]c4cc(-c5ccco5)ccc4c3CCN1C(=O)[C@@H](CC(=O)NCC13CC4CC(CC(C4)C1)C3)C[C@@H]2C(=O)N1CCN(C(=O)C2CC2)CC1,1.1,0.989
O=C(NNS(=O)(=O)c1ccccc1)c1sccc1-n1cccc1,8.8,0.911
COc1ccc(CCNC(=S)NCc2ccc(Cl)c(Cl)c2)cc1OC,-51.1,1.51
Nc1nnc(SCC(=O)N2CCN(c3ccccc3)CC2)n1-c1ccccc1,-9.5,1.1
CCOC(=O)N1CCN(C(=O)c2ccc(Cl)c(S(=O)(=O)N3CCOCC3)c2)CC1,-0.1,1
COc1ccc(-c2nsc3c(N4CCN(C(=O)c5ccco5)CC4)ncnc23)cc1,12.8,0.873
CCN(CC)C(=O)CSc1nnc(CNc2ccc(F)cc2)o1,-1.2,1.01
Cc1ccc(S(=O)(=O)/N=C2/NC(=O)/C(=C\c3ccco3)S2)cc1,43.1,0.569
O=C1N2CN(C(c3ccccc3)c3ccccc3)CN=C2SC1(CO)CO,4.7,0.954
CCn1c(SCC(=O)NCC2CCCO2)nc2cc(S(=O)(=O)N3CCCCC3)ccc21 (configuration not stated),7.6,0.924
C=CCn1c(Br)nc2c1c(=O)[nH]c(=O)n2C,3.0,0.97
O=C(Cn1cnc2c(NCc3ccccc3)ncnc21)NCc1ccc2[nH]ccc2c1,-9.8,1.1
N#CCCn1ncc2ccccc21,2.2,0.978
CC(Cc1cccs1)NC(=S)Nc1ccc(Cl)c(Cl)c1 (configuration not stated),-9.9,1.1
Cc1ccc(-c2nc3cccnc3o2)cc1NC(=O)COc1ccc(Cl)cc1C,18.5,0.815
CO/N=C(\c1nonc1N)N1CCN(c2ccc(Cl)cc2[N+](=O)[O-])CC1,8.1,0.919
COC(=O)c1oc2ccc(Cl)cc2c1N,8.6,0.915
COc1ccc(-c2cn3cc(C)ccc3n2)cc1OC,-12.4,1.12
COc1cc(C(=O)Nc2ccc(O)cc2)ccc1OC(C)=O,7.2,0.928
COc1cc([N+](=O)[O-])ccc1NC(=O)C[n+]1cccc(C)c1,-11.4,1.11
CCOC(=O)C1=NN(c2ccccc2)C2(S1)SC(C(C)=O)=C(C)N2c1ccccc1 (configuration not stated),20.9,0.79
CC(C)CC(NC(=O)C1CCC(C)CC1)C(=O)NCc1cccnc1 (configuration not stated),-8.4,1.08
CN(C)C(=O)CCc1ccc2c3c([nH]c2c1)[C@]1(C)[C@@H](C(=O)N2CCCCC2)C[C@H](CC(=O)NC(C)(C)C)C(=O)N1CC3,-14.8,1.15
O=[N+]([O-])c1ccc(Cl)c(-c2ccc(/C=N/c3c(-c4ccco4)nc4ccccn34)o2)c1,25.0,0.75
CC(Oc1ccc(-c2ccccc2)c(F)c1)c1ccn(S(=O)(=O)c2cccc3ccccc23)n1 (configuration not stated),-6.5,1.06
